All columns: NCI-60 one-dose screen, growth in % after 48 h at 10 µM unless noted; 100 = growth as untreated, 0 = no growth, -100 = all killed.
NCI-H522 – NCI-H522 lung cancer. 78,000 tested, 8% active
TK-10 – TK-10 renal cancer cells; 81,000 tested, 3.9% active
NCI-H460 – NCI-H460 lung cancer; 82,000 tested, 6.8% active
NCI-H322M – NCI-H322M lung cancer; AID 1794733; 80,000 tested, 2.7% active
RXF 393 – RXF 393 renal cancer cells | 77,000 tested, 6.9% active | AID 1794773
786-0 – 786-0 renal cancer cells | AID 1794775 | 81,000 tested, 5.1% active
ACHN – ACHN renal cancer; AID 1794771; 81,000 tested, 4.9% active
CAKI-1 – CAKI-1 renal cancer; 75,000 tested, 4.7% active; AID 1794772
UO-31 – UO-31 renal cancer. 81,000 tested, 5.2% active. AID 1794768
* marks the source's active call; other numbers are inactive results; & = joins results of further samples. Rule for the calls: active = growth percent below 10; inactive = the rest.

What do the screens show for `O=c1ccc2ccc(OCc3cn(CC(O)CO)nn3)cc2o1` (stereo not drawn)?
NCI-H522: 115; TK-10: 110; NCI-H460: 117; NCI-H322M: 107; 786-0: 108; ACHN: 103; CAKI-1: 98

What do the screens show for `O=C(CN1CCN(c2cc(=O)n(-c3ccccc3)c3ccccc23)CC1)Nc1ccccc1[N+](=O)[O-]`?
NCI-H522: 68; TK-10: 101; NCI-H460: 74; NCI-H322M: 82; RXF 393: 74; 786-0: 87; ACHN: 80; CAKI-1: 75; UO-31: 53

Results for O=C(C1CC1)N1CCN(c2nc(NCCN3CCOCC3)ncc2Br)CC1 ?
NCI-H522: 95; TK-10: 103; NCI-H460: 102; NCI-H322M: 98; RXF 393: 98; 786-0: 96; ACHN: 104; CAKI-1: 98; UO-31: 93

How did CCS(=O)(=O)Oc1ccc(-c2cn3ccoc3n2)cc1 do in these assays?
NCI-H522: 95; TK-10: 95; NCI-H460: 104; NCI-H322M: 101; RXF 393: 110; 786-0: 104; ACHN: 101; CAKI-1: 95; UO-31: 99

Results for CN1C(=O)c2ccccc2Cc2c(NCc3ccccc3)ncnc21 ?
NCI-H522: 90; TK-10: 99; NCI-H460: 101; NCI-H322M: 105; RXF 393: 96; 786-0: 100; ACHN: 95; CAKI-1: 100; UO-31: 78

How did Cc1ccccc1NC(=O)N/C(N)=N/c1nc2ccccc2s1 do in these assays?
TK-10: 67; NCI-H460: 12; NCI-H322M: 39; RXF 393: -2.6*; 786-0: 31; ACHN: 39; CAKI-1: 39; UO-31: 55

How did COc1ccc(C(=O)N2CCN(C(C)=O)C2=O)cc1OC1CCCC1 do in these assays?
NCI-H522: 106; TK-10: 105; NCI-H460: 106; NCI-H322M: 111; RXF 393: 120; 786-0: 103; ACHN: 103; CAKI-1: 93; UO-31: 85

Results for CCN1C(=S)N(CC)C2C1NC(=O)N2/N=C/C=C/c1ccccc1 (stereo not drawn) ?
NCI-H522: 90; TK-10: 114; NCI-H460: 101; NCI-H322M: 80; RXF 393: 74; 786-0: 99; ACHN: 98; CAKI-1: 83; UO-31: 80

How did CCCC(O)CN (stereo not drawn) do in these assays?
NCI-H522: 77; TK-10: 101; NCI-H460: 99; NCI-H322M: 116; RXF 393: 100; 786-0: 98; ACHN: 100; CAKI-1: 98; UO-31: 93

How did Cc1ccc(C(F)(F)F)cc1N1CCN(C(=O)[C@@H]2C[C@@H]2c2cccc(S(F)(F)(F)(F)F)c2)CC1 do in these assays?
NCI-H522: 49; TK-10: 95; NCI-H460: 86; NCI-H322M: 98; RXF 393: 84; 786-0: 80; ACHN: 82; CAKI-1: 65; UO-31: 52

Arranged by heavy-atom count (highest first): part of the list above.
What do the screens show for `O=C(CN1CCN(c2cc(=O)n(-c3ccccc3)c3ccccc23)CC1)Nc1ccccc1[N+](=O)[O-]`?
NCI-H522: 68; TK-10: 101; NCI-H460: 74; NCI-H322M: 82; RXF 393: 74; 786-0: 87; ACHN: 80; CAKI-1: 75; UO-31: 53

How did Cc1ccc(C(F)(F)F)cc1N1CCN(C(=O)[C@@H]2C[C@@H]2c2cccc(S(F)(F)(F)(F)F)c2)CC1 do in these assays?
NCI-H522: 49; TK-10: 95; NCI-H460: 86; NCI-H322M: 98; RXF 393: 84; 786-0: 80; ACHN: 82; CAKI-1: 65; UO-31: 52

Results for O=C(C1CC1)N1CCN(c2nc(NCCN3CCOCC3)ncc2Br)CC1 ?
NCI-H522: 95; TK-10: 103; NCI-H460: 102; NCI-H322M: 98; RXF 393: 98; 786-0: 96; ACHN: 104; CAKI-1: 98; UO-31: 93

Results for CN1C(=O)c2ccccc2Cc2c(NCc3ccccc3)ncnc21 ?
NCI-H522: 90; TK-10: 99; NCI-H460: 101; NCI-H322M: 105; RXF 393: 96; 786-0: 100; ACHN: 95; CAKI-1: 100; UO-31: 78

How did Cc1ccccc1NC(=O)N/C(N)=N/c1nc2ccccc2s1 do in these assays?
TK-10: 67; NCI-H460: 12; NCI-H322M: 39; RXF 393: -2.6*; 786-0: 31; ACHN: 39; CAKI-1: 39; UO-31: 55

How did CCS(=O)(=O)Oc1ccc(-c2cn3ccoc3n2)cc1 do in these assays?
NCI-H522: 95; TK-10: 95; NCI-H460: 104; NCI-H322M: 101; RXF 393: 110; 786-0: 104; ACHN: 101; CAKI-1: 95; UO-31: 99

How did CCCC(O)CN (stereo not drawn) do in these assays?
NCI-H522: 77; TK-10: 101; NCI-H460: 99; NCI-H322M: 116; RXF 393: 100; 786-0: 98; ACHN: 100; CAKI-1: 98; UO-31: 93

Other results follow.
How did COc1ncc(OC)c(S(=O)(=O)Nc2ccc(N/C=C/C(=O)c3cc4c(ccc5ccccc54)oc3=O)cc2)n1 do in these assays?
NCI-H522: 79; TK-10: 122; NCI-H460: 103; NCI-H322M: 102; RXF 393: 112; 786-0: 105; ACHN: 114; UO-31: 77

What do the screens show for `COc1ccc(-c2nnc(CNc3ccc(F)c(Cl)c3)o2)cc1`?
NCI-H522: 88; TK-10: 88; NCI-H460: 120; NCI-H322M: 102; RXF 393: 119; 786-0: 102; ACHN: 109; CAKI-1: 96; UO-31: 95

Results for Nc1ncnc2c1ncn2C1CCCO1 (stereo not drawn) ?
NCI-H522: 122; TK-10: 118; NCI-H460: 102; NCI-H322M: 115; RXF 393: 131; 786-0: 102; ACHN: 111; CAKI-1: 86; UO-31: 105

What do the screens show for `CC(=O)Nc1nc2c(s1)Nc1cc(Cl)c(Cl)cc1NC2=O`?
NCI-H522: 136; TK-10: 81; NCI-H460: 103; NCI-H322M: 117; 786-0: 96; ACHN: 115; CAKI-1: 104; UO-31: 106

How did O=[N+]([O-])c1cc(S(=O)(=O)NCc2ccco2)ccc1N/N=C/c1ccccn1 do in these assays?
NCI-H522: 100; TK-10: 116; NCI-H460: 102; NCI-H322M: 92; RXF 393: 124; 786-0: 101; ACHN: 86; CAKI-1: 95; UO-31: 81

What do the screens show for `CC(C)(C)n1nnnc1C(Nc1ccccc1)c1cc2cccc3ccc4cccc1c4c32` (stereo not drawn)?
NCI-H522: 84; TK-10: 110; NCI-H460: 88; NCI-H322M: 97; RXF 393: 55; 786-0: 100; ACHN: 84; CAKI-1: 61; UO-31: 75

How did CC(C)/C(=N/O)c1ccccc1 do in these assays?
NCI-H522: 91; TK-10: 104; NCI-H460: 120; NCI-H322M: 133; RXF 393: 121; 786-0: 88; ACHN: 107; CAKI-1: 107; UO-31: 94

Results for Cc1ccc2oc(=O)cc(-c3cc(-c4cc5cc(Br)ccc5oc4=O)nc(N)c3C#N)c2c1 ?
NCI-H522: 61; TK-10: 78; NCI-H460: 46; NCI-H322M: 85; RXF 393: 38; 786-0: 54; ACHN: 81; UO-31: 92

How did COc1ccc(/C(C#N)=C/c2cccc(Cl)c2)cc1 do in these assays?
NCI-H522: 72; TK-10: 108; NCI-H460: 105; NCI-H322M: 102; RXF 393: 107; 786-0: 101; ACHN: 92; UO-31: 87

How did C/C(=N/O)[C@H]1CC[C@H]2[C@@H]3CCC4=C/C(=N\O)CC[C@]4(C)[C@H]3[C@H](O)C[C@]12C do in these assays?
NCI-H522: 89; TK-10: 126; NCI-H460: 109; NCI-H322M: 103; RXF 393: 126; 786-0: 125; ACHN: 104; CAKI-1: 105; UO-31: 81

How did COc1ccc(C(=O)CSc2nc3c([nH]2)c(=O)n(C)c(=O)n3C)cc1 do in these assays?
NCI-H522: 99; TK-10: 100; NCI-H460: 100; NCI-H322M: 96; 786-0: 99; ACHN: 99; CAKI-1: 90; UO-31: 86

Results for COc1ccc(-c2nn(-c3cccc(Cl)c3)cc2/C=C2\NC(=S)N(c3ccc(OC)cc3)C2=O)cc1 ?
NCI-H522: 49; TK-10: 86; NCI-H460: 90; RXF 393: 53; 786-0: 68; ACHN: 82

Results for Cc1cc(Cc2cc(C)c(O)c(C)c2)cc(C)c1O ?
NCI-H522: 28; TK-10: 77; NCI-H460: 29; NCI-H322M: 68; RXF 393: 58; 786-0: 56; ACHN: 72; CAKI-1: 43; UO-31: 61

How did CCn1c(SCC(=O)Nc2cccc(C(=O)/C=C/c3ccc(Cl)cc3)c2)nc2ccccc2c1=O do in these assays?
NCI-H522: 93; TK-10: 92; NCI-H460: 112; NCI-H322M: 103; 786-0: 91; ACHN: 104; CAKI-1: 88; UO-31: 84

Results for COc1ccc(C(=O)COc2ccc(NC(=O)Nc3ccccc3)cc2)cc1 ?
NCI-H522: 58; TK-10: 101; NCI-H460: 77; NCI-H322M: 88; RXF 393: 83; 786-0: 94; ACHN: 98; CAKI-1: 73; UO-31: 80

How did O=C(O)C(Cc1ccccc1N(CCO)CCO)N1C(=O)c2ccccc2C1=O (stereo not drawn) do in these assays?
NCI-H522: 92&118; TK-10: 106&104; NCI-H460: 109&113; NCI-H322M: 100&100; RXF 393: 122&125; 786-0: 102&104; ACHN: 110&120; CAKI-1: 92&123; UO-31: 85&95

How did O=C1c2nccnc2C(=O)N1CCc1ccccn1 do in these assays?
NCI-H522: 96; TK-10: 111; NCI-H460: 114; NCI-H322M: 93; RXF 393: 121; 786-0: 98; ACHN: 106; CAKI-1: 87; UO-31: 79

What do the screens show for `N#CC[C@H](C1CCCC1)n1cc(-c2ncnc3[nH]ccc23)cn1`?
NCI-H522: 38; TK-10: 41; NCI-H460: 55; NCI-H322M: 76; RXF 393: 16; 786-0: 55; ACHN: 52; CAKI-1: 35; UO-31: 27

What do the screens show for `Fc1ccccc1-c1nc(-c2nc3cc(Cl)c(Cl)cc3[nH]2)c2ccccn12`?
NCI-H522: 73; TK-10: 77; NCI-H460: 57; NCI-H322M: 68; RXF 393: 69; 786-0: 86; UO-31: 63

What do the screens show for `C1=C(c2ccc(-c3ccccc3)cc2)Nc2ccccc2S1`?
NCI-H460: 101; NCI-H322M: 85; RXF 393: 113; 786-0: 105; ACHN: 93; CAKI-1: 85; UO-31: 64

How did C/C(=C\CC/C=C(\C)CC/C=C(\C)CC[C@@H](O)C(C)(C)O)CC/C=C(\C)CC[C@@H](O)C(C)(C)O do in these assays?
NCI-H522: 22; TK-10: 65; NCI-H460: 32; NCI-H322M: 98; RXF 393: 17; 786-0: 47; ACHN: 38; CAKI-1: 47; UO-31: 31

How did Cn1ccc2cc(NC(=O)c3cccnc3)ccc21 do in these assays?
NCI-H522: 95; TK-10: 98; NCI-H460: 103; NCI-H322M: 101; RXF 393: 111; 786-0: 81; ACHN: 102; CAKI-1: 96; UO-31: 97

Results for O=C1C2CCCN2C(=O)c2ccccc2N1Cc1cn(-c2ccccc2Cl)nn1 (stereo not drawn) ?
NCI-H522: 100; TK-10: 112; NCI-H460: 103; NCI-H322M: 100; RXF 393: 123; 786-0: 106; ACHN: 101; CAKI-1: 88; UO-31: 84

How did CCOC(=O)c1nnsc1-c1ccc(-c2snnc2C(=O)OCC)cc1 do in these assays?
NCI-H522: 95; TK-10: 110; NCI-H460: 109; NCI-H322M: 99; RXF 393: 186; 786-0: 95; ACHN: 98; CAKI-1: 89; UO-31: 85

What do the screens show for `O=C(O)C1=NN(c2ccc(S(=O)(=O)O)cc2)C(=O)C1N=Nc1ccc(S(=O)(=O)O)cc1` (stereo not drawn)?
NCI-H522: 107; TK-10: 114; NCI-H460: 103; NCI-H322M: 92; RXF 393: 109; 786-0: 109; ACHN: 107; CAKI-1: 100; UO-31: 85

How did COc1ccc2cc(-c3ccnc4c(N=Nc5ccccc5)c(N)nn34)ccc2c1 do in these assays?
NCI-H522: 79; TK-10: 98; NCI-H460: 102; NCI-H322M: 97; RXF 393: 109; 786-0: 102; ACHN: 97; CAKI-1: 94; UO-31: 95

Results for COc1ccc(/C=N/NC(=O)COc2ccc3c(C)c(Cc4ccccc4)c(=O)oc3c2C)cc1 ?
NCI-H522: 78; TK-10: 111; NCI-H460: 101; NCI-H322M: 86; RXF 393: 92; 786-0: 102; ACHN: 82; UO-31: 95

How did NS(=O)(=O)Oc1ccc(NC(=O)C23CC4CC(CC(C4)C2)C3)cc1Br do in these assays?
NCI-H522: 70; TK-10: 107; NCI-H460: 102; NCI-H322M: 100; RXF 393: 108; 786-0: 100; ACHN: 96; CAKI-1: 79; UO-31: 71

Results for COC(=O)C(C)NC(=O)Cc1ccccc1 (stereo not drawn) ?
TK-10: 103; NCI-H460: 100; NCI-H322M: 107; RXF 393: 107; 786-0: 101; ACHN: 102; CAKI-1: 98; UO-31: 100

What do the screens show for `COc1ccc(C2=NN(C(C)=O)C(c3sc(N4CCOCC4)nc3Cl)C2)cc1` (stereo not drawn)?
NCI-H522: 92; TK-10: 105; NCI-H460: 106; NCI-H322M: 98; RXF 393: 101; 786-0: 98; ACHN: 108; CAKI-1: 96; UO-31: 75

Some of these compounds in order of formula weight, highest first.
What do the screens show for `COc1ccc(C2=NN(C(C)=O)C(c3sc(N4CCOCC4)nc3Cl)C2)cc1` (stereo not drawn)?
NCI-H522: 92; TK-10: 105; NCI-H460: 106; NCI-H322M: 98; RXF 393: 101; 786-0: 98; ACHN: 108; CAKI-1: 96; UO-31: 75

How did COc1ccc2cc(-c3ccnc4c(N=Nc5ccccc5)c(N)nn34)ccc2c1 do in these assays?
NCI-H522: 79; TK-10: 98; NCI-H460: 102; NCI-H322M: 97; RXF 393: 109; 786-0: 102; ACHN: 97; CAKI-1: 94; UO-31: 95

How did Cn1ccc2cc(NC(=O)c3cccnc3)ccc21 do in these assays?
NCI-H522: 95; TK-10: 98; NCI-H460: 103; NCI-H322M: 101; RXF 393: 111; 786-0: 81; ACHN: 102; CAKI-1: 96; UO-31: 97
